# Screens as filed in PubChem BioAssay.
# DRD3 antagonist: qHTS of D3 Dopamine Receptor Antagonist: qHTS; D3R cells, DiscoveRx beta-arrestin luminescence, antagonist mode; active compounds read low; max response, negative = inhibition, %; actives 2.5% (n = 360,000); AID 652054, 2013; in the data active = max response below about -50%; inconclusive = no clear call, values can overlap the other calls; note: % is set by controls: 0 for no effect and ±100 for the full control effect; mostly tested at two doses, the higher about 12 µM
# Target sequence (P35462 whole entry, looked up): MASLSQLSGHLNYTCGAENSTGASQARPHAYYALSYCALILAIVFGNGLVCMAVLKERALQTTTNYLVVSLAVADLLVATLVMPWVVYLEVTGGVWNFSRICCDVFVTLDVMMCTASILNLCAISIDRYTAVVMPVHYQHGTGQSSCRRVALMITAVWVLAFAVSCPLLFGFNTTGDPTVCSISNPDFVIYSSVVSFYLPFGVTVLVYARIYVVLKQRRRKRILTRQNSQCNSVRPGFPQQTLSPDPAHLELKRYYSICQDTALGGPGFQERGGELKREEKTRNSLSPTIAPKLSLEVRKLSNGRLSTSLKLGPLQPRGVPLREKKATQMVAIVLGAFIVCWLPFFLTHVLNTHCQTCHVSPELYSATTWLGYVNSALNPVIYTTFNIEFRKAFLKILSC
#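 Cells expressing the human receptor were seeded at 1500 cells/well, incubated overnight at 37 degrees C in 5% CO2, then exposed to library compounds with dopamine controls for 90 minutes at 37 degrees C before luminescent detection.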
# GLP-1R agonist: qHTS of GLP-1 Receptor Agonists | actives 0.007% (n = 380,000) | Potency, µM (top dose mostly 45.6 µM), without a hit: at the highest dose activation, most hits filed as activators | AID 624172, 2012 | Glucagon-like peptide 1 receptor (Homo sapiens), P43220 | HEK293 GLP-1R CRE-luciferase, luminescence, 4-6 h; cells express a hypersensitive GLP-1R form; note: potency is the fitted concentration of half-maximal effect; % of control where 0% means no effect
# Target sequence (P43220 whole entry, looked up): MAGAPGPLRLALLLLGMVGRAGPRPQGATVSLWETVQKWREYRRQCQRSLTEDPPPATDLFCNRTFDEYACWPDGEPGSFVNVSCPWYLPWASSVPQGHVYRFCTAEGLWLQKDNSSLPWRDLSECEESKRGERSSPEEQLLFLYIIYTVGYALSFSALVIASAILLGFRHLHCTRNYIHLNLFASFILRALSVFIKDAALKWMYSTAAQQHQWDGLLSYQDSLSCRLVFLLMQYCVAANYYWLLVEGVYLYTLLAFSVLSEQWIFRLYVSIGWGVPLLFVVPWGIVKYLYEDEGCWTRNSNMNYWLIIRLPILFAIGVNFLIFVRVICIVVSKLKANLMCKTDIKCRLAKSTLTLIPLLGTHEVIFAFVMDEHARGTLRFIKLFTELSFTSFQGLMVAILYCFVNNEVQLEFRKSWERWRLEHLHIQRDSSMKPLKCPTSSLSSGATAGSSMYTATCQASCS
# KB-3-1 cytotox: qHTS assay for MDR1-selective chemotherapeutics: Primary screen using the parental adenocarcinoma cell KB-3-1; KB-3-1 viability, CellTiter-Glo ATP luminescence, 72 h; Potency, µM (top dose mostly 46.1 µM), for inactives: top-dose activity change, negative = cytotoxic, actives largely listed as cytotoxic; actives 1.4% (n = 400,000); AID 1347075, 2019; note: potency is the fitted concentration of half-maximal effect; % is set by controls: 0 for no effect and ±100 for the full control effect; nearly all actives have a fitted effect of over 60% in size
#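 Screening of KB-3-1 cells (DMEM, 10% FBS, phenol-red free) ran from lowest to highest compound concentration; after 72 h at 37 °C viability was read luminescently and curves fitted.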
# KB-V1 cytotox: qHTS assay for MDR1-selective chemotherapeutics: Primary screen using the drug-selected MDR subline cells KB-V1; Potency, µM (titrated, usually from 46.1 µM), without a hit: at the highest dose activity change, negative = cytotoxicity, hits mostly cytotoxic; AID 1347076, 2019; KB-V1 MDR cells viability, CellTiter-Glo, 72 h; actives 3.4% (n = 400,000); note: potency is the fitted concentration of half-maximal effect; % is set by controls: 0 for no effect and ±100 for the full control effect; nearly all actives have a fitted effect of over 60% in size
#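 Luminescent ATP read-out (CellTiter-Glo, 10 min) measures survival of drug-selected KB-V1 MDR cells after 72 h, 37 degrees C compound exposure. Medium: phenol-red-free DMEM, 10% FBS. Values from fitted concentration-response curves.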
# HT1080-NT tox: qHTS for induction of synthetic lethality in tumor cells producing 2HG: qHTS for the HT-1080-NT fibrosarcoma cell line. HT-1080-NT fibrosarcoma viability, CellTiter-Glo ATP luminescence, 48 h. Potency, µM (highest dose often 46.1 µM), without a hit: at the top dose activity, negative = less viability, most hits filed as cytotoxic. actives 1.6% (n = 360,000). AID 686970, 2013;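 note: NT is the 2HG producing partner of a matched IDH1 knockdown line; potency is the fitted concentration of half-maximal effect; 0% = DMSO-treated cells and -100% = media-only wells without cells; nearly all actives have a fitted effect of over 55% in size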
#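 HT-1080-NT fibrosarcoma cells (2HG-overproducing), 750 cells/well in RPMI with 5% FBS, dosed after 2 h and incubated 48 h at 37C. CellTiter-Glo luminescence normalized to DMSO and no-cell wells; concentration-response curves fitted and classed.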
# DRD3 agonist: qHTS of D3 Dopamine Receptor Agonist: qHTS. D(3) dopamine receptor (Homo sapiens), P35462. max activation, %. D3R DiscoveRx beta-arrestin cells, luminescence, 90 min. actives 0.58% (n = 410,000); in the data active = max activation above about 30%; note: 0% is about no effect; mostly tested at two doses, the higher about 12 µM
#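 Cells at 1500/well, incubated overnight, then treated with pinned compounds (dopamine as control) for 90 min at 37 degrees C. DiscoveRx reagent added for 30 - 60 minutes at room temperature; luminescence read.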
# IL1B secr inh: qHTS for Inhibitors of Inflammasome Signaling: IL-1-beta AlphaLISA Primary Screen; THP-1 LPS/ATP IL-1B secretion, AlphaLISA, 16 h; active compounds read low; activity change, % at 57.5 µM; actives 4.7% (n = 360,000); AID 743279, 2014; in the data active = activity change below about -50%; inconclusive = mostly about -30% to -49%; note: % is set by controls: 0 for no effect and ±100 for the full control effect
#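 Secreted IL-1B measured by AlphaLISA bead assay after 16 h compound exposure of THP-1 cells; compounds (final up to 57.5 uM) added 1 h before LPS (250 ng/mL) and ATP (1.25 mM) stimulation; lower signal means less secretion.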
# SW480 rereplic: A quantitative high throughput screen for small molecules that induce DNA re-replication in SW480 colon adenocarcinoma cells. SW480 DNA re-replication, Hoechst DNA content imaging, 48 h. Potency, µM (doses to about 46.1 µM), inactives show at the highest dose re-replication activation, hits mostly activators. actives 1.8% (n = 340,000). AID 624297, 2012; note: potency is the fitted concentration of half-maximal effect; % of control where 0% means no effect; nearly all actives have a fitted effect of over 55% in size
#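 Compounds, transferred as 23 nL by pin tool, were incubated with cells for 48 hr; DNA content per nucleus was then quantified by Hoechst staining and fluorescence plate imaging.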
# HT1080 IDH1KD tx: qHTS for induction of synthetic lethality in tumor cells producing 2HG: qHTS for the HT-1080-IDH1KD cell line. HT-1080 IDH1 knockdown viability, ATP luminescence, 48 h. Potency, µM (highest dose often 46.1 µM), for inactives: top-dose activity, negative = toxicity, hits mostly cytotoxic. actives 2% (n = 360,000);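 note: potency is the fitted concentration of half-maximal effect; 0% = DMSO wells and -100% = cell-free medium wells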
#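 Using the IDH1-knockdown HT-1080 line run in the same batch and compound series as the NT line, viability after 48 h at 37 °C was determined by CellTiter-Glo luminescence and expressed as % activity.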
# Starred values were filed as active, the others as inactive; u = inconclusive; x = no result given; [ ] = another dose, or the depositor's remark. Unless noted, calls come from the whole dose curve; as a rule, active = well fitted curve in the direction sought with a large enough effect; inconclusive = small, poorly fitted or top-dose-only effect, or another doubt; inactive = no such curve, though single readings can be large; an effect the other way counts as inactive or inconclusive.
compound,DRD3 antagonist,GLP-1R agonist,KB-3-1 cytotox,KB-V1 cytotox,HT1080-NT tox,DRD3 agonist,IL1B secr inh,SW480 rereplic,HT1080 IDH1KD tx
Cc1cc(C)c2c3c(sc2n1)C(=O)N(C)CC(=O)N3,8,-9%,-1%,3%,9%,7,15,-2%,-15%
Cc1ccc(CC(NC(=O)c2ccccc2)C(=O)NCC(=O)O)cc1 (centres undefined),8,-10%,-5%,-8%,10%,0,-4,-2%,12%
CC(=O)Nc1ccc(S(=O)(=O)N2CCSC2c2ccco2)cc1 (centres undefined),-21,2%,-12%,-30%,7%,-20,11,-13%,7%
CCc1ccc2nc3sc(C(=O)Nc4nnc(CC)s4)c(N)c3cc2c1,-8,-5%,-9%,-10%,-4%,-5,-24,5%,-3%
CCOC(=O)c1ccccc1NC(=O)Cn1cnc2c(nnn2-c2ccc(C)cc2)c1=O,-25,-2%,1%,-2%,-4%,0,-12,0%,4%
COc1ccc(N(C)C(=O)CCS(=O)(=O)c2cccc3nonc23)c(OC)c1,-13,4%,8%,7%,14%,-7,-8,0%,11%
Nc1nc(CSc2n[nH]c(-c3ccccc3)n2)nc(Nc2ccccc2)n1,13,-5%,-10%,u,-5%,2,9,-4%,-25%
Cc1ccc(S(=O)(=O)N2C[C@@H]3c4ccccc4N(S(=O)(=O)c4ccc(C)cc4)[C@@H]3[C@@H](C)C2CC(=O)c2ccccc2)cc1 (some centres undefined),24,-4%,0%,0%,9%,11,-5,u,8%
Cc1nc2c(Cl)cc(Cl)cc2[nH]1,-6,5%,0%,-5%,-7%,7,7,2%,0%
COc1ccccc1C1CC(c2ccco2)=NN1c1ccccc1 (centres undefined),-21,-2%,-6%,-10%,-2%,-6,u,u,-4%
COc1cc(-c2nc(C(N)=O)c3c(n2)n(-c2cccc(C)c2)c(=O)n3C)cc(OC)c1OC,x,-1%,8%,4%,x,-1,x,x,x
COc1ccccc1C(=O)NC(=O)COC(=O)Cn1cnc2c1c(=O)n(C)c(=O)n2C,13,11%,3%,28%,18%,-2,33,-17%,13%
Cc1ccc(S(=O)(=O)NC(=O)NC2=NC(C)(C)N(c3ccc(Cl)c(Cl)c3)C(N)=N2)cc1,15,1%,u,-1%,3.3µM*,1,16,x,1.6µM*
CC(=O)c1cnc2n(c1=O)CCS2,-22,-7%,6%,4%,-8%,-30,-3,13µM*,0%
Cc1ccc2cc(C=O)c(N(C)C)nc2c1,10,2%,20%,-23%,6%,-1,35,u,-7%

# Next part; the last 6 above are carried over.
compound,DRD3 antagonist,GLP-1R agonist,KB-3-1 cytotox,KB-V1 cytotox,HT1080-NT tox,DRD3 agonist,IL1B secr inh,SW480 rereplic,HT1080 IDH1KD tx
COc1ccccc1C1CC(c2ccco2)=NN1c1ccccc1 (centres undefined),-21,-2%,-6%,-10%,-2%,-6,u,u,-4%
COc1cc(-c2nc(C(N)=O)c3c(n2)n(-c2cccc(C)c2)c(=O)n3C)cc(OC)c1OC,x,-1%,8%,4%,x,-1,x,x,x
COc1ccccc1C(=O)NC(=O)COC(=O)Cn1cnc2c1c(=O)n(C)c(=O)n2C,13,11%,3%,28%,18%,-2,33,-17%,13%
Cc1ccc(S(=O)(=O)NC(=O)NC2=NC(C)(C)N(c3ccc(Cl)c(Cl)c3)C(N)=N2)cc1,15,1%,u,-1%,3.3µM*,1,16,x,1.6µM*
CC(=O)c1cnc2n(c1=O)CCS2,-22,-7%,6%,4%,-8%,-30,-3,13µM*,0%
Cc1ccc2cc(C=O)c(N(C)C)nc2c1,10,2%,20%,-23%,6%,-1,35,u,-7%
CC(=O)c1ccc(NC(=O)CSc2ccc(-c3sc(C)nc3C)nn2)cc1,26,0%,-4%,0%,-10%,-2,-4,-29%,-26%
CCN1CCc2c(OCC(=O)N3CCCc4ccccc43)cccc2C1=O,0,8%,-1%,u,1%,-3,35,-3%,0%
CCCCn1nnnc1SCC(=O)c1ccc(C)c(C)c1,3,8%,-1%,0%,-4%,0,-1,-1%,4%
COCCC(=O)N1CCC(Oc2ccc(C(=O)N(C)C(C)c3ccon3)cc2)CC1 (centres undefined),1,-1%,2%,u,1%,-8,0,u,6%
COc1cc2c3c(n(C)c(=O)c2cc1OC)-c1cc2c(cc1C3=O)OCO2,0,-3%,-6%,u,9%,7,10,u,-2%
CN1C(=O)C(C)(C)c2cc(S(=O)(=O)NCc3ccc(C(=O)NCc4ccco4)cc3)ccc21,u,0%,-12%,-12%,-1%,-7,-20,-9%,-7%
Oc1c(Br)cc(/C=N/n2c(-c3ccccc3)n[nH]c2=S)cc1Br,-18,-4%,u,-5%,-13%,6,47,0%[9.22 µM],-24%
COCCNC(=O)C(c1ccc(C)cc1)N(C(=O)C(=O)NC1CCCC1)c1ccc2c(c1)OCCO2 (centres undefined),-18,-1%,-7%,-11%,0%,-6,28,-2%,6%
O=C(NC1=NCCS1)c1ccccc1F,9,4%,-3%,0%,3%,21,x,-7%,6%
COc1cccc(-c2cnc3c(NC=O)cc(-c4cc(OC)c(OC)c(OC)c4)cn23)c1,63,33%,0%,u,u,1,22,x,16µM*
CNc1oc(/C=C/c2cccc(OC)c2)nc1C#N,-12,-3%,-11%,-12%,-1%,4,u,18µM*,2%
O=c1oc2ccccc2cc1-c1nnc(NCc2ccco2)s1,-2,-11%,u,u,4%,-2,u,13µM*,-1%
O=C(Nc1ccc(OC(F)(F)F)cc1)Nc1cccc([N+](=O)[O-])c1,16,-15%,12µM*,16µM*,u,1,-106*,u,u
Cn1c(NC(=O)c2ccc(Cl)cc2Cl)cc(=O)n(C)c1=O,-22,-5%,6%,4%,2%,1,27,-3%,-9%
CC(=O)c1ccc(NC(=O)C(C)Sc2nnc(-c3ccncc3)n2C2CC2)cc1 (centres undefined),-8,11%,-20%,14%,4%,4,1,-4%,8%

compound,DRD3 antagonist,GLP-1R agonist,KB-3-1 cytotox,KB-V1 cytotox,HT1080-NT tox,DRD3 agonist,IL1B secr inh,SW480 rereplic,HT1080 IDH1KD tx
CSc1nc2c(c(C(F)(F)F)n1)CC(C)CC2 (centres undefined),-9,-12%,-19%,u,-17%,-6,-6,11%,-7%
Cc1cn([C@H]2C[C@H](O)[C@@H](/C=C/C(=O)NCCc3ccc4c(c3)OCO4)O2)c(=O)[nH]c1=O,11,-6%,0%,5%,14%,11,-10,x,25%
COc1ccc(C2CC(=O)N(Cc3ccc(F)cc3)c3ccccc3S2)cc1 (centres undefined),x,-1%,u,15µM*,x,18,x,x,x
Cc1cc(C)nc(NC2=NCC(=O)N2c2ccccc2Br)n1,22,6%,22%,u,26%,-1,15,-9%,11%
COc1cc(N)c(Cl)cc1C(=O)OCC(=O)c1ccc2c(c1)NC(=O)CO2,-30,1%,-8%,-3%,-8%,-7,-7,-6%,3%
Cc1ccc(CN2C(=O)C(O)(c3c[nH]c4ccccc34)c3cc(Cl)ccc32)cc1 (centres undefined),x,-8%,-7%,u,x,6,x,x,x
Cc1ccccc1NC(=O)COC(=O)Cc1cccc(C(F)(F)F)c1,-15,2%,1%,0%,-3%,6,15,-7%,1%
Cc1ccc2nc(-c3ccc(Br)cc3)cn2c1,12,-13%,-6%,3%,-2%,6,31,2%,-8%
CC1=C2CCCC[C@@]23C2C(=O)N(C)C(=O)[C@@H]2ON3OC1 (some centres undefined),0,x,-16%,-9%,-3%,9,-11,x,4%
Cc1ccc(O)c(NC(=O)c2nc3nc(C)cc(C(F)F)n3n2)c1,x,2%,-3%,-4%,x,-2,x,x,x
c1ccc2c(c1)Cn1nc(Cc3nc4c(s3)CCCC4)nc1-2,21,19%,-5%,-9%,15%,-1,-15,-6%,11%
COc1ccc(CC(=O)Nc2ccc(S(=O)(=O)Nc3cc(C)on3)cc2)cc1,0,-4%,2%,6%,-1%,12,9,-18%,-3%

# One compound at a time (already shown). Values in the order: DRD3 antagonist | GLP-1R agonist | KB-3-1 cytotox | KB-V1 cytotox | HT1080-NT tox | DRD3 agonist | IL1B secr inh | SW480 rereplic | HT1080 IDH1KD tx
# Shown for `COc1ccc(CC(=O)Nc2ccc(S(=O)(=O)Nc3cc(C)on3)cc2)cc1` → 0 | -4% | 2% | 6% | -1% | 12 | 9 | -18% | -3%
# Shown for `Cc1ccc(CN2C(=O)C(O)(c3c[nH]c4ccccc34)c3cc(Cl)ccc32)cc1` (centres undefined) → x | -8% | -7% | u | x | 6 | x | x | x

# Random draw from the library (roughly 12% active in at least one column).
